# FEN1 inhibitor: inhibitors of human flap endonuclease 1 | P39748 | Recombinant FEN1 flap cleavage, fluorescence, 15 min | Potency, µM (doses to about 114 µM), without a hit: at the highest dose activity change, negative = inhibition, actives largely listed as inhibitors | 390,000 tested, 0.35% active; note: nearly all actives have a fitted effect of over 65% in size
# Target sequence (P39748 whole entry, looked up): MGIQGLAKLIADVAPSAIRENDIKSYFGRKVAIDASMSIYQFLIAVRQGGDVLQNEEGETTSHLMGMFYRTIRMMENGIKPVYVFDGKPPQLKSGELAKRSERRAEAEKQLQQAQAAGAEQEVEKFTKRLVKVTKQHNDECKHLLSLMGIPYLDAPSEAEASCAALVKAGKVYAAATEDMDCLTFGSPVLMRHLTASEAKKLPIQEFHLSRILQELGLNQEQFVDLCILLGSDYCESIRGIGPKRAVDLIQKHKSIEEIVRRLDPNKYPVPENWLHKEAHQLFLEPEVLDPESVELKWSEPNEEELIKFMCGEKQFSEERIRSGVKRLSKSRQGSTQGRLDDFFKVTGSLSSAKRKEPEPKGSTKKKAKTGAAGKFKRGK
#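 Enzyme 10 nM, 15 min RT preincubation with compound; start with substrate 50 nM final; reads at 0 and 15 min; qHTS titration, four-parameter Hill fit.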
# TDP1 cell CPT: DT40-hTDP1 cell growth loss with CPT; chicken DT40 Tdp1-/-;hTDP1 cells + 20 nM CPT, ATP luminescence, 48 h; Potency, µM (doses to about 46.2 µM), for the others: top-dose activity change, negative = growth inhibition, actives largely listed as inhibitors; 420,000 tested, 12% active; AID 686979; note: nearly all actives have a fitted effect of over 55% in size
#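 Chicken DT40 Tdp1-/- cells complemented with human TDP1, 400 cells/well, exposed to compounds plus 20 nM camptothecin for at least 48 h at 37 C; viability read as ATP content by CellTiter-Glo luminescence.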
# KAT2A inh: inhibitors of human GCN5L2 histone acetyltransferase; Q92830; GCN5L2 HAT assay, ThioGlo1 CoA-SH fluorescence; Potency, µM (highest dose often 58.9 µM), for the others: at the top dose activity change, negative = inhibition, usual class: inhibitors; 390,000 tested, 0.21% active; AID 504327
#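 ThioGlo1-coupled HAT assay: 20nM GCN5L2, 70uM acetyl-CoA, 75uM H3(1-25) peptide, pH 7.5. Fluorescence read at 340/540nm at start and after 20 min at room temperature.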
# * = called active by the depositor; ? = inconclusive; / = not tested or not shown; & = joins results of further samples; [ ] = remark or other dose. Calls come from the whole dose curve; as a rule, active = well fitted curve in the direction sought with a large enough effect; inconclusive = small, poorly fitted or top-dose-only effect, or another doubt; inactive = no such curve, though single readings can be large; an effect the other way counts as inactive or inconclusive. % is set by controls: 0 for no effect and ±100 for the full control effect; potency is the fitted concentration of half-maximal effect. An excerpt; rates above refer to the full screens.
# The opening 7 compounds, ahead of the listing:
SMILES,FEN1 inhibitor,TDP1 cell CPT,KAT2A inh
CN1C(=O)C(C2c3ccccc3C(=O)N2Cc2ccc([N+](=O)[O-])cc2)C(=O)N(C)C1=O (centres undefined),0%,-6%,-15%
CC(=O)Nc1ccc(CC(=O)N2CCN(Cc3ccccc3)CC2)cc1,1%,4%,4%
c1cnc(N2CC[C@@]3(CCCNC3)C2)nc1,/,?,-4%
CN1CCN(c2ccc([N+](=O)[O-])c(N)c2)CC1,-15%,-2%,-2%
O=C(COc1ccc(Cl)cc1)NC1CN2CCC1CC2 (centres undefined),-2%,-8%,-4%
O=C(NN=Cc1ccc(N(CCCl)CCCl)cc1)c1cccc([N+](=O)[O-])c1,?,?,/
Cc1ccc(S(=O)(=O)N(C)N=O)cc1,-15%,-15%,-26%

# The listing, from the first entry:
SMILES,FEN1 inhibitor,TDP1 cell CPT,KAT2A inh
CN1C(=O)C(C2c3ccccc3C(=O)N2Cc2ccc([N+](=O)[O-])cc2)C(=O)N(C)C1=O (centres undefined),0%,-6%,-15%
CC(=O)Nc1ccc(CC(=O)N2CCN(Cc3ccccc3)CC2)cc1,1%,4%,4%
c1cnc(N2CC[C@@]3(CCCNC3)C2)nc1,/,?,-4%
CN1CCN(c2ccc([N+](=O)[O-])c(N)c2)CC1,-15%,-2%,-2%
O=C(COc1ccc(Cl)cc1)NC1CN2CCC1CC2 (centres undefined),-2%,-8%,-4%
O=C(NN=Cc1ccc(N(CCCl)CCCl)cc1)c1cccc([N+](=O)[O-])c1,?,?,/
Cc1ccc(S(=O)(=O)N(C)N=O)cc1,-15%,-15%,-26%
COC(=O)c1cn(C(=O)c2cccc3ccccc23)c2ccccc12,-15%,8.2µM*,-5%
CC(C)[N+](C)(C)CC#CC(O)(c1ccccc1)c1ccccc1,0%,7%,-7%
Cc1[nH]n(-c2ccccc2)c(=O)c1C(C[N+](=O)[O-])c1ccccc1Cl (centres undefined),-7%,21µM*,-20%
CNC(C)Cc1ccccc1 (centres undefined),-10%,-20%,2%
O=c1cccc2n1CC1CC2CN(S(=O)(=O)c2ccc(F)cc2)C1 (centres undefined),3%,3%,-10%
Cc1cc2c(cc(C(=O)N3CCC(C(=O)NC4CCCC4)CC3)n2Cc2c(F)cccc2Cl)o1,-10%,18µM*,-4%
N/C(=N\N=C/c1ccc(-c2ccc(O)c(C(=O)O)c2)o1)N[N+](=O)[O-],50µM*,?,?
CCOC(=O)c1ccc(N2C(=O)CC(N3CC=C(c4ccc(F)cc4)CC3)C2=O)cc1 (centres undefined),-13%,?,?

# Two of the compounds above, field by field:
CNC(C)Cc1ccccc1 (centres undefined)
  FEN1 inhibitor: -10%
  TDP1 cell CPT: -20%
  KAT2A inh: 2%
O=c1cccc2n1CC1CC2CN(S(=O)(=O)c2ccc(F)cc2)C1 (centres undefined)
  FEN1 inhibitor: 3%
  TDP1 cell CPT: 3%
  KAT2A inh: -10%

# New compounds follow:
SMILES,FEN1 inhibitor,TDP1 cell CPT,KAT2A inh
CCn1ccnc1CN1CCCC(C(=O)c2cc(Cl)ccc2OC)C1 (centres undefined),-7%,?,0%
CC(=O)O[C@H]1C[C@@H]2CC[C@@H]3[C@H](CC[C@]4(C)C(=O)CC[C@@H]34)[C@@]2(C)C[C@@H]1OC(C)=O,2%,23µM*,-23%
c1cnc(N2CC3(CCNCC3)C2)nc1,/,7%,-22%
COc1ccc(C(CNC(=O)Cc2ccc(Cl)c(Cl)c2)N(C)C)cc1 (centres undefined),1%,?,-6%
O=Cc1cn(Cc2ccc(F)cc2)c2ccccc12,-1%,-21%,-6%
CCN(CC)C(=O)Oc1nnc(SC(C)C)n1-c1ccc(Cl)c(Cl)c1,-7%,?,-2%
COC(=O)C1=C(c2ccc(F)cc2OCc2ccccc2)C[C@@H]2CC[C@H]1N2C(=O)NCc1ccc2c(c1)OCO2,-15%,?,-7%
CCCCCl,/,-19%,-15%
CCOC(=O)c1cccc(NC(=O)c2c(O)[nH]c(=O)[nH]c2=O)c1,-36%,0%,/
CN(C)c1ccc(C=C2C(=O)NC(=O)NC2=O)cc1,-20%&14%,-16%&-9%,/
O=S(=O)(c1ccc(F)cc1)N1CCCC1c1cccnc1 (centres undefined),1%,-7%,0%
Cc1cc(OC(=O)CCNC(=O)OC(C)(C)C)c2c3c(c(=O)oc2c1)CCC3,-3%,?,0%
COCCOC(=O)C1=C(C)OC(N)=C(C(=O)OC)C12C(=O)Nc1ccccc12 (centres undefined),-13%,0%,-4%
COCCCn1c(N)c(C(=O)Nc2sc3c(c2C(=O)OC)CCCC3)c2nc3ccccc3nc21,3%,?,?
CCCCC/C=C\C/C=C\C/C=C\C/C=C\CCCC(=O)NCC(=O)O,?,2%[4.12 µM],6.3µM*

# Compound profiles, from the list above. Order of screens: FEN1 inhibitor | TDP1 cell CPT | KAT2A inh
# COC(=O)C1=C(c2ccc(F)cc2OCc2ccccc2)C[C@@H]2CC[C@H]1N2C(=O)NCc1ccc2c(c1)OCO2 in the list: -15% | ? | -7%
# O=S(=O)(c1ccc(F)cc1)N1CCCC1c1cccnc1 (centres undefined) in the list: 1% | -7% | 0%

# Continued.
SMILES,FEN1 inhibitor,TDP1 cell CPT,KAT2A inh
CCOC(=O)C1(c2ccccc2)CCN(CC(=O)c2ccc(NC(C)=O)cc2)CC1,-17%,?,/
Cc1c(NC(=O)C(C)OC(=O)Cc2ccccc2)c(=O)n(-c2ccccc2)n1C (centres undefined),-3%,3%,4%
CN=C1CN(O)C(c2ccccc2)=c2cc(Cl)ccc2=N1,-4%,?,/
CC1=NN=C(c2ccc(N)cc2)c2cc3c(cc2C1)OCO3,-5%&8%,30µM*,-6%&-24%
COc1ccc(NC(=O)c2ccc(COCC(F)(F)C(F)F)cc2)cc1,-4%,-25%,32%[activator]
O=C(N/N=C/c1c(O)n(C2CC2)c(=S)[nH]c1=O)c1ccccc1,-5%,-2%,-9%
O=C(O)C1C2CC3CC(C2)CC1(n1ncc(N2CCC4(CC2)OCCO4)c(Cl)c1=O)C3 (centres undefined),2%,0%,-8%
CCCC(CCC)C(=O)OC[N+](C)(C)CCOC(=O)C(O)(c1ccccc1)C1CCCC1 (centres undefined),19%,?,0%
COc1cc2c(cc1OC)[C@@H]1C(=O)c3ccc4c(c3O[C@@H]1CO2)C[C@H](C(C)C)O4,-5%,0.26µM*,-18%
COC(=O)C1=C(c2ccc(Cl)c(C(F)(F)F)c2)C[C@@H]2CC[C@H]1N2C(=O)NCCO,1%,-19%,-6%
CC(=O)NCC(=O)Nc1ccc(Br)cc1C(=O)c1ccccc1,9%,4%,-2%
O=Nc1c(O)c2ccccc2c2ccccc12,-22%,1.8µM*,/
COc1cccc(NC(=O)c2ccc3c(=O)n4nc(Nc5ccccc5OC)sc4nc3c2)c1,?,5.8µM*,-11%
O=Cc1cn(Cc2ccc(F)cc2Cl)c2ccccc12,-6%,?,-7%
Cc1nn(C)c(C)c1P(=S)(c1c(C)nn(C)c1C)N(C)C,6%,-16%,-4%
N[C@@H]1C[C@H]1c1ccccc1,16%,-2%&-2%,1%
NCC(=O)c1ccccc1,4%&15%,?,-15%
CC(=O)OC1C2(CC3N4C(=O)C5(CO)SSC4(CC31O)C(=O)N5C)OC(C)C(C)(C)C2=O (centres undefined),1%,0.15µM*,/
O=C(NCc1ccccc1)Oc1cccc(Cl)c1,4%,?,-2%
CC(C)(C)NC(=O)CN1CCCN(C(=O)COc2ccc(Cl)c3ccccc23)CC1,-14%,?,2%
CCC(C)n1c(O)c(C=Nc2cccc(C(F)(F)F)c2)c(=O)[nH]c1=S (centres undefined),-15%,-24%,-8%
O=[N+]([O-])c1ccc(C(=Nc2ccccc2)N2CC2)cc1,0%,8.2µM*,/
COC(=O)C1=C(c2ccc(S(C)(=O)=O)cc2)C[C@@H]2CC[C@H]1N2C(=O)NCCO,20%,7%,/
Cc1ccsc1C(=O)C1CCCN(Cc2ccn[nH]2)C1 (centres undefined),1%,-6%,-2%
COc1cc(/C=C/c2ccc3ccccc3[n+]2C)cc(OC)c1OC,-8%,?,/
COc1ccc(NC(=O)c2cn(CCC#N)nc2-c2ccccc2)cc1,14%,-9%,-4%
Cc1ccc(C(=O)NC(O)C(Cl)(Cl)Cl)cc1 (centres undefined),-8%,3%,42%[activator]
O=c1c2ccccc2nc(CNCC2CCCO2)n1-c1ccc(F)cc1 (centres undefined),0%,?,-5%
CN(C)CCN=Cc1c(O)n(CCC2=CCCCC2)c(=O)[nH]c1=O,-14%,-3%,-2%
CN(C)CCN(C)CCc1ccc(Cl)c(Cl)c1,/,16µM*,-8%&-9%

# Reprinted at random: two compounds from above.
SMILES,FEN1 inhibitor,TDP1 cell CPT,KAT2A inh
NCC(=O)c1ccccc1,4%&15%,?,-15%
CN(C)CCN(C)CCc1ccc(Cl)c(Cl)c1,/,16µM*,-8%&-9%

# Further records.
SMILES,FEN1 inhibitor,TDP1 cell CPT,KAT2A inh
CC(C(=O)c1c[nH]c2ccccc12)N1CCOCC1 (centres undefined),17%,-1%,-16%
Cn1c(O)c(C=NCCc2c[nH]c3ccccc23)c(=O)n(C)c1=O,5%,-26%,-4%
N[C@@H](CCCCP(=O)(O)O)C(=O)O,/,14%,-5%
CCn1cnc2c(Nc3cccc(Cl)c3)nc(N[C@@H]3CCCC[C@@H]3N)nc21,?,/,-9%
C=CCn1c(O)c(C(C)=NCCN2CCCCC2)c(=O)[nH]c1=O,-8%,1%,-6%
Cc1ccc(Cn2nnnc2CN2CCC(n3nnc4cc(C)ccc43)CC2)cc1,-13%,?,-3%
C=CCn1c(O)c(C(C)=Nc2ccc(C(=O)O)cc2)c(=O)[nH]c1=O,-2%,10%,0%
O=P1(Oc2ccccc2)CC=C[C@H](COCc2ccccc2)O1 (some centres undefined),5%,-8%,-3%
O=C(O)c1ccccc1-c1ccc(C=C2C(=O)N(c3ccccc3)C(=S)N(c3ccccc3)C2=O)o1,?,?,?
CCCN(CCC)[C@H]1CCc2c(F)ccc(O)c2C1,31%[activator][57.1 µM],/,-10%
COc1ccccc1-n1c(O)c(/C=N/NC(=S)Nc2ccccc2)c(=O)[nH]c1=S,12%,-6%,-6%
COC(=O)C1=C(c2c(C)noc2C)C[C@@H]2CC[C@H]1N2C(=O)N1CCC(O)(c2ccc(Cl)cc2)CC1,-20%,?,-3%
CC1=C(O)C(=O)[C@H]2O[C@@H]2C1=O,/,7.5µM*,8%
CCN1C[C@@]2(COC)C3[C@@H](OC)[C@H]4[C@@H]1[C@@]3(C1C[C@H]3[C@H](O)C1[C@]4(O)C[C@H]3OC)[C@@H](OC)C[C@H]2O (some centres undefined),19%,-1%,/
Cc1cc(=O)oc2c(C)c(OCC(=O)N3CCN(Cc4ccc5c(c4)OCO5)CC3)ccc12,9%,-23%,-1%
COc1c2c(cc3c1OCO3)CCN(C)C2,-1%,-5%,-29%
COc1ccc(NC(=O)N2CCC3(CC2)CCN(C(=O)Oc2ccccc2)CC3)cc1,/,?,-16%
